HUVEC tox TNFa: cytotoxicity in TNFa-stimulated HUVEC, primary screen, cytotoxicity control for VCAM1 expression modulator project, imaging, Hoechst nuclei count. 93,000 tested, 0.17% active. HUVEC TNFalpha-stimulated, Hoechst cell count. cell count reduction, % at 2 µM. AID 848, 2007;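 active means cell count reduction exceeding the screen mean by over 5 SD, scaled to untreated wells per plate, cut at about 78% in these data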;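 further: cells counted after 24 h of TNF alpha exposure following the 1 h pretreatment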
Smad3 FoxH1 inh: Smad3/FoxH1 peptide binding inhibitors, primary screen, biochemical, TR-FRET; Mothers against decapentaplegic homolog 3 (Homo sapiens), P84022; TR-FRET Smad3/Dy647-FoxH1 peptide binding, europium anti-His; inhibition, % at 25 µM; 88,000 tested, 0.29% active; AID 630, 2007;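 active means compounds that reduce the energy-transfer binding signal between the protein and its labelled peptide by more than half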;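 further: 0% = Smad3 plus labelled peptide maximal FRET and 100% = peptide-only background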
Target sequence (P84022 whole entry, looked up): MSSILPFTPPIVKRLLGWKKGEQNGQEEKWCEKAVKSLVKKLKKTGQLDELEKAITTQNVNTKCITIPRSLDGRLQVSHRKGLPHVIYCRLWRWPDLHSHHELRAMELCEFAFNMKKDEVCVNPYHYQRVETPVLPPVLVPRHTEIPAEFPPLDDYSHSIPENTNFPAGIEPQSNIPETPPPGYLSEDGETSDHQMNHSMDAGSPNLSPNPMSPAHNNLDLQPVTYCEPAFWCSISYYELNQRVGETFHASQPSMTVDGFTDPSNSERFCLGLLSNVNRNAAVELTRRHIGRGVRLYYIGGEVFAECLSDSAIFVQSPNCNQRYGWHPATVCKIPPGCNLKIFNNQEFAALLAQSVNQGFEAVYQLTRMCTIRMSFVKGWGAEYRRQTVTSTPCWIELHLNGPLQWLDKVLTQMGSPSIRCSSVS
cytoskel mod: modifiers of F-actin cytoskeleton organization, primary screen, imaging, HUVEC, phalloidin staining, high-content imaging; AID 836, 2007; inhibition, % at 2 µM; 91,000 tested, 0.18% active; HUVEC TNFa F-actin phalloidin imaging;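 active means inhibition above the batch mean plus 3 SD and confirmed as a hit by visual image inspection, cut at about 30% in these data, passing the limit was not always enough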; further: strong numbers were not always called active
Candida biofilm: clotrimazole potentiators killing Candida biofilms, primary screen, with clotrimazole, Alamar Blue; inhibition, % at 6 µM; 85,000 tested, 0.14% active; C. albicans biofilm + clotrimazole; AID 834, 2007;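 active means inhibition above 20%; inactive means inhibition below 20%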;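 further: preformed 24 hr biofilms exposed to compound for 48 hr; 0% = biofilm without compound and 100% = blank killed by clotrimazole plus chlorhexidine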
hDAT+cocaine: changed hDAT dopamine uptake under cocaine IC80, either direction, primary screen, cocaine antagonist project, cell-based, LLC-PK1 hDAT, [14C]-dopamine uptake, MLSMR | B-score at 10 µM | Sodium-dependent dopamine transporter (Homo sapiens), Q01959 | 110,000 tested, 1.3% active | AID 449768, 2010 | LLC-PK1 hDAT cells, [14C]-dopamine uptake with cocaine IC80; actives deviate in either direction;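 active means Z score or B-score, a plate-position-corrected score, falls beyond the plate's 99.7% confidence bounds, in either direction; inactive means both scores lie inside the 99.7% bounds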;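 further: scored against the spread of the other compound wells on the same plate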
Target sequence (Q01959 whole entry, looked up): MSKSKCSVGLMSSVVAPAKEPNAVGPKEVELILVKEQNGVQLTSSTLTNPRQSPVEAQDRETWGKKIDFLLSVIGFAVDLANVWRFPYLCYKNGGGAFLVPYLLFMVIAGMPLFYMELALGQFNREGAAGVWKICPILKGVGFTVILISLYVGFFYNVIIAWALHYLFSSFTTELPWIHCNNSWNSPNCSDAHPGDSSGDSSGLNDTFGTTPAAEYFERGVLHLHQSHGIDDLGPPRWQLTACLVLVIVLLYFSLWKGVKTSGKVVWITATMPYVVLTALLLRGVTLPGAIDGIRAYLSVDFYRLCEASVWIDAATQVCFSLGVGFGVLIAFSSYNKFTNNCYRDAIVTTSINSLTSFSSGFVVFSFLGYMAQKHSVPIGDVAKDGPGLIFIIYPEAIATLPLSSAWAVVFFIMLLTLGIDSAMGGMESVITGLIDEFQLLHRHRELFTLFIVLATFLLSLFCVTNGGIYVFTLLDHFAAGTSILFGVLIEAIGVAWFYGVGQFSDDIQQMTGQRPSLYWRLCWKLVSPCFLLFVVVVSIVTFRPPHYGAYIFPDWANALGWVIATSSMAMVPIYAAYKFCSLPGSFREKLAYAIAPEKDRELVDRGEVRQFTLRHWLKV
PTPN22 inh 2: PTPN22 phosphatase inhibitors, primary screen, biochemical, DiFMUP fluorescence, 2 µM | Tyrosine-protein phosphatase non-receptor type 22 (Homo sapiens), Q9Y2R2 | recombinant LYP catalytic domain | AID 640, 2007 | 96,000 tested, 0.21% active | inhibition, % at 2 µM;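 active means inhibition at 2 µM at or above a set limit, the screen mean plus 3 SD, cut at about 24% in these data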;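 further: 0% = DMSO with enzyme and 100% = enzyme fully blocked by orthovanadate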
IL1B cytotox: cytotoxicity in IL-1B stimulated HUVEC, primary screen, cytotoxicity control for IL-1B NFkB translocation project, imaging, Hoechst nuclear count, IL-1B stimulus; HUVEC cell count loss; cell count reduction, % at 2 µM; 94,000 tested, 0.41% active; AID 845, 2007;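 active means cell count reduction more than 3 SD above the screen-wide mean, cut at about 70% in these data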;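 further: normalized per plate to untreated control cells as the no-loss baseline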
VCAM1 TNFa inh: inhibitors of TNFa-induced VCAM1 expression, primary screen, imaging, HUVEC, TNFa stimulus, immunofluorescence; HUVEC TNFa-induced VCAM-1 immunofluorescence, high-content imaging; inhibition, % at 2 µM; 95,000 tested, 0.48% active; AID 802, 2007;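 active means inhibition above the batch mean plus 3 SD, with images confirmed as a hit by eye, cut at about 37% in these data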;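 further: 0% = TNF-stimulated DMSO wells and 100% = unstimulated control wells; not every result past the cut was called active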
MT1-MMP txn act: MT1-MMP promoter reporter activation – cell-based, luciferase luminescence, primary screen; HT1080 MT1-MMP promoter luciferase reporter, overnight; active compounds read high; activation factor at 10 µM; 86,000 tested, 0.16% active; AID 750, 2007;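 active means activation factor of at least 2 for MT1-MMP transcription at 10 µM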
Numbers without * were called inactive; . = not tested or not shown; [ ] = another dose, or the depositor's remark. This is a subset (hit frequency here may not be typical).

smiles	HUVEC tox TNFa	Smad3 FoxH1 inh	cytoskel mod	Candida biofilm	hDAT+cocaine	PTPN22 inh 2	IL1B cytotox	VCAM1 TNFa inh	MT1-MMP txn act
S=c1nn[nH]n1C12CC3CC(CC(C3)C1)C2	-16	-15	0	5	0.087	-8	-3	-6	1.1
CC(Sc1ccc(Cl)cc1)C(=O)Nc1ccc(S(=O)(=O)N2CCOCC2)cc1 (stereo unspecified)	23	-3	-21	4	0.1	-6	-4	0	1
CC(C)=CC(=O)NCc1c(Cl)cccc1-n1cccc1	1	.	0	.	0.87	-10	12	6	.
CCc1nnc2sc(-c3ccc(NC(=O)c4ccc5c(c4)OCCO5)cc3)nn12	-16	-22[fluorescence artefact?]	-1	-2	0.67	14	-21	7	1
CCN1C2=C(C(=O)CCC2)C(c2ccc(O)cc2)C2=C1CCCC2=O	-4	-15	-7	-2	-0.19	-9	-3	33	1.1
COC(=O)c1ccccc1NC(=O)c1cc(OC)cc(OC)c1	-5	-1	-1	9	0.29	16	13	2	1.1
Cc1ccc(NC(=O)CSCc2c(C)noc2C)cc1C	-39	-10	17	-1	0.032	-4	2	1	1
CCOC(=O)CN(C(=O)CNC(=O)c1ccco1)C(C(=O)NC1CCCCC1)c1cccc(OC)c1 (stereo unspecified)	.	1	.	8	0.00054	.	.	.	1.1
N/C(=N\OC(=O)CCc1ccccc1)c1ccc(Cl)cc1	-44	.	-22	.	-0.47	3	-48	-32	.
CC(=O)N1CC2(C)CN(C(C)=O)CC(C)(C1)C2=O	.	-2	.	5	-0.96	.	.	.	1
CCCCCCn1c(C)nc2c(c1=O)c1nc3ccccc3nc1n2/N=C/c1ccco1	-2	3	-4	5	0.22	15	-35	9	1
CCOC(=O)C1CCCN(C(=O)c2sc3nc(-c4ccc(OC)cc4)cn3c2C)C1 (stereo unspecified)	-26	-7	4	3	.	0	-46	4	1.5
O=C(CNCC1CCCO1)Nc1ccc(N2CCCCCC2)cc1 (stereo unspecified)	.	3	.	6	0.2	.	.	.	1
Cc1cc(C)nc(SCC(=O)Nc2ccc(N3CCOCC3)cc2)n1	-32	3	-3	7	-0.46	-5	-22	-9	.
CCOC(=O)N1CCN(C(=O)CSc2nc3c(cnn3-c3ccc(C)cc3)c(=O)[nH]2)CC1	.	0	.	-3	0.63	.	.	.	1.2
Cc1cc(C)n(-c2ccc(Cl)c(C(=O)OCC(N)=O)n2)n1	-15	.	-10	.	1.5	1	7	-7	.
COc1ccc(Nc2c(C)cccc2C)cc1	-6	4	2	10	-0.33	-40	-207	-2	1.1
S=c1nc(-c2ccc(Br)cc2)oc2c1CCCC2	-14	17	-7	0	-0.86	1	23	12	1.2
COc1cc2c(cc1OC)CN(Cc1cccs1)CC2	.	8[fluorescence artefact?]	.	6	0.7	.	.	.	1.1
COc1cccc2c1nc(C)c1cc(C)oc12	-6	17	-32	5	0.11	-14	9	8	1.7
COCC(C)NC(=O)c1noc2c1CCc1cc(OC)ccc1-2 (stereo unspecified)	.	10	.	4	-0.96	.	.	.	1.6
Cc1cccc(NC(=O)CSc2nc(N)cc(N)n2)c1	13	1	-15	9	-0.44	-21	15	8	.
Cc1c(NC(=O)c2ccc(=O)oc2)c(=O)n(-c2ccccc2)n1C	-45	.	-6	.	-0.11	-19	-56	-11	1.2
CCOC(=O)c1ccc(N2C(=O)C3ON(c4ccccc4)C(c4ccco4)C3C2=O)cc1 (stereo unspecified)	-16	-5	0	3	-0.046	-2	11	12	1.2
CCOC(=O)Cc1nnc(NC(=O)CSc2ccc(Cl)cc2)s1	-1	-6	12	10	-0.4	-14	.	26	1.1
CCC1CCCCN1S(=O)(=O)c1ccc(S(=O)(=O)N2CCN(S(=O)(=O)CC)CC2)cc1 (stereo unspecified)	-14	7	-10	7	-0.38	-4	16	11	1
FC(F)(F)c1cc(C(F)(F)F)c2ccc(N/N=C/c3cccc(Cl)c3)nc2n1	-2	.	4	.	-0.31	5	10	2	.
CCOC(=O)c1c(C)oc2ccc(O)c(CN(C)C)c12	-2	-7	-8	-4	0.0025	4	-187	25	1.2
CN(CCOC(=O)c1ccco1)Cc1ccccc1	4	6	3	70*	-0.68	6	-21	4	1
Nc1nonc1-c1nc2ccccc2n1CCC(=O)O	2	3	42	4	0.14	0	1	14	1
COC(=O)CCN(C(=O)c1ccc2c(c1)OCO2)c1ccccn1	6	18[fluorescence artefact?]	6	-3	-0.09	-1	-33	24	1.3
CC(C)Oc1ccc(Cc2cnc(N)nc2N)cc1	-8	1	6	1	-0.13	-8	11	5	1.2
COCC(C)n1c(C)cc(C(=O)COC(=O)c2ccc3ncsc3c2)c1C (stereo unspecified)	-50	11[fluorescence artefact?]	-9	10	0.31	-7	-10	-42	1.2
CC1CCCN(C(=O)C2CCN(CC(C)c3ccccc3)CC2)C1 (stereo unspecified)	-12	5	-4	8	0.078	-3	18	5	1.3
COc1c(C)cccc1C(=O)Nc1ccc(CN2CCOCC2)cc1	-8	-4	-10	7	0.31	-5	-14	-8	1.3
CCC(=O)c1c[nH]c(C(=O)NCCCN2CCOCC2)c1	-17	.	-2	.	0.33	2	-15	-5	.
O=C(OCc1c(Cl)nc2sccn12)c1cc2c(s1)CCCC2	-22	2	-17	2	-0.41	3	2	23	1.3
O=C(c1c[nH]c2ccc(S(=O)(=O)N3CCOCC3)cc2c1=O)N1CCCC1	7	-1	-6	8	-0.72	-15	4	6	1.2
COc1ccc(OC)c(NS(=O)(=O)c2ccc(Cl)s2)c1	-5	.	-20	.	-0.86	9	20	7	1
CCCCCCCCC(=O)NC(NC(=S)N1CCOCC1)C(Cl)(Cl)Cl (stereo unspecified)	3	10	6	5	-0.23	9	-37	4	1.2
O=C(COc1ccccc1)Nc1nc2ccccc2[nH]1	-8	-7	-6	6	0.25	1	3	0	1.4
COC(=O)[C@@H](NC(=O)Nc1ccc(OC)cc1)C(C)C	-5	4[fluorescence artefact?]	-11	5	-0.95	-5	-3	-13	1
O=C(CSc1nc2ccccc2s1)N1CCN(C(=O)c2ccco2)CC1	35	2	-3	-5	0.93	5	4	-2	1.2
CCN(CC)S(=O)(=O)c1ccc2oc(SCC(=O)NCc3ccccc3)nc2c1	-43	-3	.	0	0.8	9	-4	14	1
Cc1ccc(C(=O)CSc2nsc(C)c2C#N)cc1	-10	.	74*	.	-0.23	-4	-22	1	.
Cc1ccc(-c2noc(C3CCN(C(=O)Nc4ccc(C#N)cc4)CC3)n2)o1	19	-9	-19	6	2.6	-11	14	20	1.1
N/C(=N\OC(=O)Cc1ccc(-c2ccccc2)cc1)c1cccc([N+](=O)[O-])c1	.	.	-11	.	-0.82	5	9	-27	.
COc1ccc(C2C(C#N)=C(C)NC3=C2S(=O)(=O)c2ccccc23)cc1 (stereo unspecified)	10	0	-19	2	0.25	2	-41	19	1.1
COc1ccc(CCNC(=O)CSc2ncn[nH]2)cc1	-11	.	-10	.	-2.1	4	-7	8	.
O=C(/C=C/C=C/c1ccccc1)CC1(O)C(=O)N(CCc2ccccc2)c2ccccc21 (stereo unspecified)	-1	.	-18	.	.	11	-58	12	.
COc1cccc(C(=O)Nc2ccc3c(c2)C(=O)N(CCC(=O)O)C3=O)c1	9	0	2	1	0.16	6	5	-2	1.1
CCCOc1ccc(Cn2cnc3ccccc32)cc1	-9	6	-8	8	-0.99	-1	-22	9	1.1
Cc1cc(=O)n(CCc2ccccc2)c(O)c1C#N	-1	3	5	-4	0.34	5	13	7	1.1
Cc1cc(Cl)c(S(=O)(=O)N2CCN(c3ccc(F)cc3)CC2)cc1OCC(N)=O	-16	.	-6	.	-1.5	2	-14	-2	1
CCCn1c(SCC(=O)Nc2cccc(C)n2)nnc1-c1ccco1	-11	1	2	3	0.25	-9	-15	-10	1.2
N#CC(c1ccc(F)cc1)c1ccc(C(=O)c2ccc(F)cc2)cc1 (stereo unspecified)	-20	-1	16	1	0.39	-8	-16	-4	1.1
COC(=O)c1cccc(NC(=O)NC23CC4CC(CC(C4)C2)C3)c1	-9	.	1	.	0.91	-11	1	-6	.
CCCCn1c(S(=O)(=O)O)nc2ccccc21	-7	1	-15	4	0.0063	4	-46	8	1
O=C(COc1ccc(S(=O)(=O)N2CCCC2)cc1Cl)NC1CCCC1	-6	-2	10	1	1.5	4	-5	17	1
Cc1ccc(-c2c(C#N)c(N)n3c(nc4ccccc43)c2C#N)cc1	-10	.	-31	.	-0.3	10	3	-11	.

Next results.
smiles	HUVEC tox TNFa	Smad3 FoxH1 inh	cytoskel mod	Candida biofilm	hDAT+cocaine	PTPN22 inh 2	IL1B cytotox	VCAM1 TNFa inh	MT1-MMP txn act
CCOC(=O)CSc1nnc(Cc2ccccc2)n1-c1ccc(C)cc1	14	-7	-10	4	0.13	5	-21	12	1.1
O=C(CSc1c[nH]c2ccccc12)NCc1ccc2c(c1)OCO2	-2	-6	-21	3	-0.075	-4	-2	-8	.
OCCNCC(O)Cn1ccc2ccccc21 (stereo unspecified)	.	13[fluorescence artefact?]	.	9	-0.88	-5	-3	100*	1.1
O=C(N/N=C\c1ccc(COc2ccc([N+](=O)[O-])cc2)o1)c1ccc(Cl)cc1	-10	.	1	.	-0.21	12	-6	-11	.
Cc1ccc(S(=O)(=O)Cc2ccc(C(=O)N3CCN(c4ccccn4)CC3)o2)cc1	-8	-3	-2	1	0.087	-1	-14	-4	1.1
Cc1cc(C)c(OC2(c3ccccc3)OC(=O)c3ccccc32)c(C)c1 (stereo unspecified)	2	.	-17	.	-1.3	7	-2	2	.
c1ccc(-n2nnnc2SCCCSc2nc3ccccc3s2)cc1	-15	1[fluorescence artefact?]	-13	6	1.4	-7	-8	6	1.1
CC(C)n1c(N2CCN(C(=O)c3cccs3)CC2)nc2ccccc21	-30	-9	6	1	0.7	-3	-34	6	1.1
CCOc1ccc(CNc2ccc(N3CCCC3)cc2)cc1	-13	12	6	4	-0.9	6	-23	11	1.5
O=C(CSc1nc2c([nH]c3ccccc32)c(=O)n1-c1ccccc1)N1CCOCC1	.	10	.	1	-0.57	.	.	.	1
Cc1ccccc1S(=O)(=O)Cc1ccc(C(=O)N2CCN(c3ccc(F)cc3)CC2)o1	9	0	-20	5	1.4	-2	0	15	1.2
O=C(Cn1ncc2c(=O)oc3ccccc3c21)NCCc1ccsc1	-6	-7	-3	4	-0.18	4	-20	-17	.
Cc1ccc(-c2noc(CCCC(=O)Nc3cccnc3)n2)cc1	.	0	.	3	-0.45	.	.	.	0.9
COc1cc(OC)cc(C(=O)N2CCN(S(C)(=O)=O)CC2)c1	-1	-5	-14	0	-0.39	-8	-24	20	1.1
O=C(Nc1ccc(N2CCCCC2)c(C(=O)O)c1)c1ccco1	-9	-19	5	-7	-1.6	4	-24	13	1.3
COc1c(Cl)cnn(-c2ccc(C)cc2)c1=O	-13	.	1	.	-0.85	4	-15	15	.
